# Screening results deposited in PubChem by Sanford-Burnham Center for Chemical Genomics.
# SENP8 block-1: human SENP8 protease inhibitors, primary screen, biochemical, fluorescence, Nedd8 protein substrate, uHTS. inhibition, % at 20 µM. AID 602440, 2012. 0.64% of 360,000 active. recombinant SENP8. Sentrin-specific protease 8 (Homo sapiens), Q96LD8; in the data active = inhibition mostly above about 40%, no sharp cut-off; inactive = mostly below about 27%
# Target sequence (Q96LD8 whole entry, looked up): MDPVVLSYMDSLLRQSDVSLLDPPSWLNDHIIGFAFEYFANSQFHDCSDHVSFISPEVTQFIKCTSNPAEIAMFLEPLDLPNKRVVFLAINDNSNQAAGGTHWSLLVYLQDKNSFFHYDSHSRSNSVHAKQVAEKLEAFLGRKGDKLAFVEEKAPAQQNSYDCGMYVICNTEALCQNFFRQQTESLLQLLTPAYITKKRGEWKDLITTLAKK
# SENP8 block-2: SENP8 protease inhibitors, primary screen, biochemical, luminescence | purified SENP8, Z-RLRGG-aminoluciferin cleavage | inhibition, % at 10 µM | 1.2% of 330,000 active | AID 2540, 2010 | Sentrin-specific protease 8 (Homo sapiens), Q96LD8; in the data active = inhibition above about 50%
# Apaf1 inhib: inhibitors of human Apaf-1 apoptosome, primary screen, biochemical, DEVD-Rh110 fluorescence, uHTS; reconstituted apoptosome caspase-3 activity; Apoptotic protease-activating factor 1 (Homo sapiens), O14727; inhibition, % at 20 µM; AID 489030, 2010; 0.71% of 330,000 active; active = inhibition of at least 40% at 20 µM;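 note: plate controls were DMSO wells for no effect and DEVD-CHO caspase inhibitor wells for full effect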
#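 detection = Rh110 fluorescence intensity | test system = biochemical Apaf-1 apoptosome reconstitution | also added = cytochrome c and DEVD-Rh110 substrate | schedule = 30 min plus 50 min, RT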
# SENP6 block: SENP6 protease inhibitors, primary screen, biochemical, luminescence, uHTS; Sentrin-specific protease 6 (Homo sapiens), Q9GZR1; Recombinant SENP6 catalytic domain, aminoluciferin luminescence; inhibition, % at 10 µM; 1.8% of 330,000 active;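 active = inhibition above about 50% at the single tested dose, limit read from the data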;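 note: plate controls were DMSO wells with enzyme for no effect and DMSO wells lacking enzyme for full effect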
# Target sequence (Q9GZR1 628-1112 limits assumed): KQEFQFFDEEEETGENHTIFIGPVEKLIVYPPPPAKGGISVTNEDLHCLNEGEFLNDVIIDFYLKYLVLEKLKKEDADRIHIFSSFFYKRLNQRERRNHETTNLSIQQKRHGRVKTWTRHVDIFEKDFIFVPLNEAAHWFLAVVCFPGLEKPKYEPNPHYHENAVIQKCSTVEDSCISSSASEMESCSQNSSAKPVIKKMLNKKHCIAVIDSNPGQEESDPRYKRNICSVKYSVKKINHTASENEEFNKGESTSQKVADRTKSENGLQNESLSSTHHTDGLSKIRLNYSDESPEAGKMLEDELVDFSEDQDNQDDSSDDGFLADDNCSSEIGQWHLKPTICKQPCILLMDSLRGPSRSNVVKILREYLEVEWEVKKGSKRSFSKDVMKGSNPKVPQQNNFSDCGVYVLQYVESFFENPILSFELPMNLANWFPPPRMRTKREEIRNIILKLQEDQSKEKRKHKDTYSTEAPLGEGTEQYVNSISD
# SENP7 block: SENP7 protease inhibitors, primary screen, biochemical, luminescence, uHTS. Sentrin-specific protease 7 (Homo sapiens), Q9BQF6. recombinant SENP7, Z-RLRGG-aminoluciferin luminescence, 40 min. inhibition, % at 5 µM. 1.5% of 330,000 active. AID 434973, 2010;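 active = inhibition above about 50% at the single test dose, limit read from the data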;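 note: plate controls were DMSO with enzyme for no effect and no enzyme buffer wells for full effect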
# PfGluPho inh: PfG6PD enzyme inhibitors, primary screen, biochemical, fluorescence intensity, uHTS; 0.78% of 350,000 active; glucose-6-phosphate dehydrogenase-6-phosphogluconolactonase (Plasmodium falciparum 3D7); PfGluPho enzyme, NADPH resazurin-diaphorase fluorescence; inhibition, % at 20 µM;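 active = inhibition reaching at least a set limit at 20 µM in the primary screen, cut at about 59% in these data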;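 note: 0% = DMSO wells with substrate and 100% = DMSO wells lacking glucose-6-phosphate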
# SENP1 FRET inh: human SENP1 catalytic domain inhibitors, primary screen, biochemical, FRET, uHTS; 0.21% of 360,000 active; Sentrin-specific protease 1 (Homo sapiens), Q9P0U3; recombinant SENP1 catalytic domain, CyPet-SUMO1-YPet FRET cleavage; inhibition, % at 10 µM;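 active = inhibition at least 30% at 10 µM, raw YFP signal under a set limit, fluorescence ratio 0.5 to 1.5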;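 note: 0% = enzyme with DMSO and 100% = no enzyme wells; some results filed as inactive read as strong as hits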
# Target sequence (Q9P0U3 419-644 limits assumed): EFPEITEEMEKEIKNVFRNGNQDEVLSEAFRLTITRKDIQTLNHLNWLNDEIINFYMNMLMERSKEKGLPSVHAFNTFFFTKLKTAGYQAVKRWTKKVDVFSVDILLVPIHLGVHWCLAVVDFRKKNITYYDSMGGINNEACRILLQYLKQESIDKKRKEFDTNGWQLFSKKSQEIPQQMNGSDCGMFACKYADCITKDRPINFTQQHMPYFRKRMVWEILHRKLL
#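 Assay system – human recombinant His6-tagged SENP1 catalytic domain enzyme · Input – SENP1 enzyme, 20 pM final · Buffer or medium – Tris pH 8 buffer plus EDTA, NaCl, BME, BSA, NP40, catalase · Schedule – 50 min reaction at room temperature · Technique – FRET read of cyan and yellow fluorescence · Control set – no-enzyme wells low, DMSO-plus-enzyme wells high control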
# HKDC1 inh: HKDC1 hexokinase inhibitors, primary screen, biochemical, fluorescence, uHTS | Q2TB90 | inhibition, % at 20 µM | 0.16% of 340,000 active | recombinant HKDC1, G6PDH/diaphorase resazurin coupled fluorescence;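 active = inhibition above about 35% when tested at 20 µM, limit read from the data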;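 note: plate controls were DMSO wells with enzyme for no effect and DMSO wells lacking enzyme for full effect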
#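 Assay system – recombinant HKDC1 (HK5) hexokinase enzyme, produced in-house · Input – HKDC1 at 5 µg/mL · Reagent – glucose plus 1 mM ATP as hexokinase substrates · Timing – 90 min reaction incubation at room temperature, dark · Measured by – G6PDH/diaphorase-coupled fluorescence, 1 mM NADP, 100 µM resazurin, 525/613 nm · Benchmarks – DMSO-enzyme wells negative, buffer-substituted wells positive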
# NALP3 yeast inh: NALP3 inflammasome inhibitors in reconstituted yeast, primary screen, luminescence, uHTS. Yeast reconstituted NLRP3/ASC/caspase-1, beta-gal luminescence, 24 h. inhibition, % at 10 µM. 0.39% of 330,000 active;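 active = inhibition of 50% or more; inactive = inhibition below 50%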;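 note: plate controls were induced DMSO wells for no effect and uninduced yeast grown without galactose for full effect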
# * = called active by the depositor; · = no result given.
# Below each compound – SENP8 block-1	SENP8 block-2	Apaf1 inhib	SENP6 block	SENP7 block	PfGluPho inh	SENP1 FRET inh	HKDC1 inh	NALP3 yeast inh
> CN1CCN(C(=O)c2cc([N+](=O)[O-])ccc2Cl)CC1
 : 17.5	5.6	-9.4	18.5	-6.6	-1.2	0.2	-3.3	-1.0
> Cn1cc(CN2CCC[C@H]2CO)c(-c2cccc(Cl)c2)n1
 : -5.2	4.3	-18.0	-4.7	4.1	1.3	1.2	-3.0	13.9
> O=C(CCc1ccccc1)NCCc1nc2ccccc2[nH]1
 : 5.4	-0.1	2.9	2.8	1.1	-7.0	-0.5	-9.3	19.7
> CCCCn1nnc(NC(=O)c2ccc([N+](=O)[O-])cc2Cl)n1
 : 16.0	6.7	-4.9	-5.0	1.3	-1.6	0.2	3.6	0.8
> Cc1cccc(C)c1CC(=O)N1CCOCC1
 : 12.9	-2.2	-12.1	6.6	-7.7	-5.8	0.5	-3.8	11.2
> Cc1ccc(CN(C)CC(=O)Nc2cccc([N+](=O)[O-])c2)o1
 : 29.1	-1.9	-1.3	7.6	5.9	29.9	-0.5	-4.6	6.6
> CCC(C(=O)NC1CCCC1)N(C(=O)Cn1nnc(-c2ccc(C)o2)n1)c1ccc(F)cc1 (stereo not drawn)
 : 10.6	1.8	-2.5	-24.8	-2.8	14.6	0.7	-3.7	17.2
> O=C1NC(=O)C(CSc2ccccc2)(c2ccccc2)N1 (stereo not drawn)
 : 8.6	·	·	·	·	-7.0	4.4	-3.8	·
> COC(=O)c1sc2nc(C)cc(-c3ccccc3)c2c1N
 : -369.6	0.4	-1.0	13.1	2.6	-0.5	-26.9	-2.4	-37.1
> CCOc1ccc(OCCC(=O)N(CC(=O)Nc2ccccc2C(F)(F)F)Cc2ccco2)cc1
 : -2.1	-4.2	15.5	-7.6	1.4	14.6	-1.1	-0.7	21.4
> Cc1nc(NNC(=O)c2ccc(Cl)cc2Cl)cc(-c2ccccc2)n1
 : 18.7	1.7	2.1	-10.2	3.0	4.8	2.8	-5.1	19.0
> CC1(C)CC(=O)C=C(NCc2ccccc2)C1
 : 3.6	-8.7	-2.3	-0.8	9.1	-5.5	0.1	-7.0	5.6
> CC(C)(C)N/C=C(\C#N)S(=O)(=O)c1ccc(Br)cc1
 : 10.2	-2.3	-24.0	-2.7	-0.8	7.6	2.2	-0.1	9.1
> COc1ccc(Cn2c(-c3ccccc3C)nc3c(c(=O)c4ccccc4n3C)c2=O)cc1
 : 24.9	-0.1	-19.6	10.8	-4.1	-1.2	2.8	-9.1	-9.6
> COc1ccc(N2C(=O)CC(Cc3ccc(Br)cc3)C2=O)cc1 (stereo not drawn)
 : 3.5	-8.1	3.0	-9.8	13.7	6.8	-0.2	-5.5	15.8
> COc1cccc(C2CC(c3cccs3)=NN2C(=O)CSc2nc3c(cnn3-c3ccc(F)cc3)c(=O)[nH]2)c1OC (stereo not drawn)
 : -422.2	10.8	15.3	-2.3	-6.5	-14.4	-2.4	1.4	6.2
> CCC(=O)N(Cc1ccco1)Cc1cc2cc3c(cc2[nH]c1=O)OCO3
 : -434.5	-4.2	-0.5	2.8	-4.0	-2.0	-2.6	-5.2	-4.2
> Cc1nn(C(C)C(=O)NC2CCCCC2)c(=O)c2nn(-c3ccccc3)c(C)c12 (stereo not drawn)
 : 10.8	0.5	-1.7	-1.6	0.5	8.5	0.6	0.6	4.9
> CCc1cc2c(=O)c(-c3nc4ccccc4n3C)coc2c(CN2CCN(C)CC2)c1O
 : -318.6	-1.8	7.0	2.0	-9.8	6.9	-13.1	-5.7	-13.0
> CCCNC(=O)c1nc(C)c(C)nc1C(=O)Nc1cccc(Cl)c1
 : 11.8	-1.2	-20.3	-6.7	-0.5	9.4	1.5	-0.3	10.5
> COc1ccc(-n2c(SCC(=O)NCC3CCCO3)nc3c([nH]c4ccccc43)c2=O)cc1OC (stereo not drawn)
 : -32.6	2.9	5.6	-1.5	4.6	-6.6	-0.5	-4.9	12.2
> c1ccc(-c2nnc(-c3c[nH]c4ccccc34)nc2-c2ccccc2)cc1
 : 16.6	-2.2	12.6	-10.5	-3.1	7.0	4.3	-6.7	23.6
> COc1ccc(CN2CCNC(=O)C2CC(=O)NC2CCC2)c(OC)c1 (stereo not drawn)
 : -21.5	7.6	-11.0	-0.5	4.7	8.4	-5.5	-4.6	9.9
> CCc1ccc(CN(C)C(=O)C2CCC(=O)N(Cc3cccc(OC)c3)C2)nc1 (stereo not drawn)
 : 9.2	-5.4	-1.3	-7.6	2.5	-3.8	-2.8	-2.3	9.1
> O=C(NCc1cccnc1)/C(=C/c1ccccc1)NC(=O)c1ccccc1
 : 30.1	-4.8	10.8	6.5	-13.5	-5.6	2.6	-5.1	-0.4
> CC(c1ccccc1)N1CC(C(=O)N2CCN(c3ccc(F)cc3)CC2)CC1=O (stereo not drawn)
 : 16.7	1.2	-13.7	11.5	-10.2	-1.1	2.2	-8.2	4.4
> COC(=O)Cn1c(=NC(=O)c2nc3ccccc3s2)sc2cc(S(N)(=O)=O)ccc21
 : -393.2	9.1	1.8	-4.4	3.0	3.9	-8.8	-4.7	5.3
> O=C(O)CCN1C(=O)c2ccc(NC(=O)CSc3ccccc3)cc2C1=O
 : -20.9	0.5	-4.1	-3.9	1.1	7.6	-0.3	-9.5	6.6
> CCOC(=O)C1CCN(Cc2oc(CO)cc(=O)c2O)CC1
 : 28.5	-0.7	1.8	-15.8	11.0	-9.2	-1.1	-0.9	6.8
> CCCCN(C(=O)CC(c1ccccc1)c1ccccc1)c1c(N)n(CCC)c(=O)[nH]c1=O
 : -3.2	0.4	-1.6	-13.5	0.5	-14.4	-0.1	-10.3	-3.3
> CCN(CC)C(=O)Cn1cc(S(=O)(=O)CC(=O)N2CCOCC2)c2ccccc21
 : 1.1	1.8	-55.6	-0.5	4.7	2.1	3.1	-1.3	2.2
> CNS(=O)(=O)c1cc(O)c2c(S(=O)(=O)NC)cccc2c1
 : -148.1	-2.4	16.0	-8.3	-0.4	-9.6	24.2	6.6	11.5
> Cc1ccc(S(=O)(=O)/C(C#N)=C/c2c(N3CCN(C)CC3)nc3c(C)cccn3c2=O)cc1
 : -190.9	3.4	3.6	0.2	4.3	1.0	-19.5	-3.5	21.9
> COCCn1cnnc1SCC(=O)Nc1sc2c(c1C#N)CCC2
 : -4.5	-2.7	0.9	-10.4	3.1	7.8	-16.0	-4.0	0.4
> CCCCOc1ccc(C(=O)Nc2ccc(S(=O)(=O)Nc3cc(C)on3)cc2)cc1OC
 : 8.0	-2.0	11.6	10.2	-8.4	-23.9	2.6	-1.6	-3.6
> CCOc1cc(C(=O)NN2CCOCC2)cc(OCC)c1OCC
 : 25.0	-7.5	-11.7	-14.6	8.9	-16.4	-2.0	0.4	7.6
> COC(=O)c1ccc(C)c(NC(=O)CCCN2C(=O)CN(C)C2=O)c1
 : -1.0	-11.0	9.8	-20.3	-12.2	-2.0	0.9	-5.6	6.1
> COc1ccc(OCC(=O)Nc2cc3c(cc2C(=O)O)OCCCO3)cc1
 : -18.2	-8.2	7.5	10.5	1.5	0.8	-0.4	-4.1	5.8
> O=C(NC1CCCCC1)C1CCN(S(=O)(=O)c2cccc3nsnc23)CC1
 : 7.2	-1.2	-18.8	-12.2	1.3	14.4	3.1	-3.3	-4.7
> O=c1c(-c2ccc(Br)cc2)coc2c(CN3CCCCC3)c(O)ccc12
 : -299.4	4.9	6.1	3.2	2.6	-12.9	0.8	4.2	25.4
> CCOc1cc2c(cc1OCC)C(c1ccccc1)N(c1ccccc1)C(=O)C2 (stereo not drawn)
 : 6.6	0.9	7.7	-2.6	3.0	-10.2	1.4	-10.8	-2.9
> O=C1Cc2cc(S(=O)(=O)Nc3ccc(F)cc3Cl)ccc2N1
 : 5.7	-14.4	-3.0	-5.2	-3.3	-13.9	1.8	3.8	9.5
> Cc1cc2cc(CNC(=S)NCc3ccccc3)ccc2n1C
 : -55.6	-4.3	9.3	-12.9	4.7	1.0	-11.9	-1.2	6.0
> c1ccc(-c2cn3nc(-c4ccccc4)sc3n2)cc1
 : -33.9	85.2*	-27.0	-4.8	93.4*	-5.4	3.0	-5.0	21.6
> Cc1cccc(/C=N/c2sc3c(c2C#N)CCN(Cc2ccccc2)C3)c1O
 : -92.0	-23.5	16.9	24.1	-7.9	0.2	-44.5	-2.5	-6.1
> O=[N+]([O-])c1ccc(Oc2ccc(C(F)(F)F)cn2)cc1
 : 4.8	-7.5	0.6	-7.9	-0.7	-1.1	4.0	-5.4	3.0
> O=C1c2ccccc2C(=O)N1Nc1ccc([N+](=O)[O-])cc1[N+](=O)[O-]
 : 7.2	-4.0	5.1	-10.7	-11.6	4.1	0.4	-0.1	29.4
> O=[N+]([O-])c1ccc(N2CCCC2)cc1NC1CC1
 : 23.7	2.5	-5.3	13.5	2.7	1.7	3.8	0.4	31.5
> Cc1csc(N2CCN(c3cc4c(cc3Cl)nc(-c3ccncc3)n4CCCN3CCCC3)CC2)n1
 : -298.4	-1.7	33.0	-5.1	-0.4	22.9	0.4	1.6	32.2
> CCN(CC(=O)Nc1cc(Cl)ccc1C)C(=O)c1cc([N+](=O)[O-])ccc1N1CCOCC1
 : 11.0	4.5	5.5	-0.2	3.8	-7.3	2.5	0.0	8.7
> Cc1ccc(C)c(S(=O)(=O)N2CCN(C(=O)c3cncc(Br)c3)CC2)c1
 : 7.9	-6.3	1.2	-24.1	-8.3	1.3	-0.6	-0.5	5.6
> S=C(NCCCN1CCOCC1)N1CCOCC1
 : 14.1	1.8	-24.1	1.4	-6.7	-3.6	-1.4	-6.8	4.7
> COc1ccc(C2CCCN2C(=S)Nc2ccc(C)cc2Cl)cc1OC (stereo not drawn)
 : 14.8	-3.3	4.7	-11.5	-0.2	-0.9	-3.6	-0.1	24.9
> O=C(O)c1cc2ccccc2c(N=Nc2cccnc2)c1O
 : 13.4	5.5	0.9	-29.1	-1.4	-15.6	3.2	3.6	12.0
> Cc1ccc(C(=O)N2CCN(Cc3ccc4c(c3)OCO4)CC2)cc1C
 : -2.4	-3.7	-3.7	13.2	0.7	19.5	-0.6	-0.2	25.4
> O=S1(=O)CCOC[C@H](Cc2ccccc2)N1Cc1ccccc1F
 : 7.9	-0.8	1.9	-1.1	-2.7	2.2	1.2	-4.8	20.4
